Assay outcomes deposited in PubChem BioAssay by several laboratories.
b-catenin transl = modulators of beta-catenin nuclear translocation. HeLa beta-catenin nuclear translocation, immunofluorescence imaging. actives 0.3% (n = 190,000). nuclear translocation activity, % at 5 µM;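 active = nuclear translocation activity above 50% at 5 µM, with a well cell count of 50 or more; inconclusive = wells under 50 cells across six images, flagged as toxic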;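 note: per-cell ratio of nuclear to cytoplasmic median beta-catenin stain intensity; plate controls were DMSO negative control for no effect and GSK-3 inhibitor IX positive control for full effect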
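System: HeLa cells, endogenous beta-catenin; compound dosing: 5 µM primary single dose, 0.1% DMSO, 0.02–20 µM confirmation series; incubation: 24 h compound exposure at 37°C, 5% CO2; signal: beta-catenin immunofluorescence imaging with DAPI; evaluation: % activation, nuclear-to-cytoplasmic median beta-catenin signal ratio per cell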
T cell HTS = T cell immune modulation candidate | 2C CD8+ T cell-vesicle binding, flow cytometry; active compounds read low | calls only at 7 µM | actives 0.068% (n = 330,000);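 active = response, share of CD8 T cells binding vesicles, and their 90th percentile fluorescence all below set limits, cut at about 80% in these data, passing the limit was not always enough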
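Material: murine 2C transgenic CD8+ T lymphocytes / Also added: QL9-peptide-loaded Drosophila micro-vesicles bearing Ld, ICAM-1 and B7-1 / Schedule: binding step 1.5 h, 37 °C, antibody labelling 20 min, ice / Signal: flow cytometry, PE anti-B7-1 (FL2) versus Alexa647 anti-CD8 (FL8), PFA-fixed / Evaluation: percent CD8+ FL2 mean versus row control / Benchmarks: naked versus QL9-loaded vesicles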
MT stabilize HCS = stabilizes microtubules in HeLa cells; HeLa tubulin immunostaining HCS, 24 h; share of cells brighter than vehicle mean+2SD; % tubulin-high responders, % at 10 µM; actives 0.83% (n = 200,000);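 active = plate Z-score above 3 for both tubulin-high and condensed-nucleus cell shares, with cell loss under 80%, at 10 µM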;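 note: anti alpha tubulin signal scored within the nucleus-defined area of each cell; some results filed as inactive read as strong as hits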
Hep lipid drop = modulators of hepatic lipid droplet formation; AML12 mouse hepatocytes, oleate lipid droplets, BODIPY imaging; inhibition, % at 6.5 µM; actives 0.4% (n = 240,000); AID 1656;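 active = lipid droplet intensity inhibited by at least 50%, with more than 500 cells counted; inconclusive = wells with under 300 cells, treated as cytotoxic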
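Test system: AML12 hepatocytes (mouse); reagent: oleate loading, 100 µM; dosing: one dose, 6.5 µM compound; incubation: overnight exposure; signal: fluorescence imaging, 20x objective, two fields per well; read-out basis: % inhibition of corrected integrated BODIPY droplet signal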
WT yeast gro inh = growth inhibition of WT yeast, mitochondrial fusion screen. mitochondrial fusion phenotypic screen, WT strain. inhibition, % at 10 µM. actives 2.1% (n = 190,000). AID 1362; in the data active = inhibition above about 58%; tested in S. cerevisiae
Insulin prom up = MIN6 insulin promoter up-regulation; MIN6 insulin promoter-GFP reporter, high-content imaging; active compounds read high; actives 0.3% (n = 190,000); AID 1625; z-score at 5 µM;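 active = z-score above 3 at 5 µM with at least 500 cells counted in the well; inconclusive = wells under 500 cells, flagged as cytotoxic or low count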
West Nile antiviral = inhibition of WNV-induced cytopathic effect – cell-based, CPE readout (AID 1621). West Nile virus-infected cells, CPE inhibition; higher % means a stronger effect. CPE inhibition, % at 10 µM; hits with a dose series show IC50 in µM. actives 0.02% (n = 290,000); in the data active = a potency from the dose series; inconclusive = CPE inhibition mostly from about 3.7% at the one dose, without a potency; inactive = the rest, 99 in 100 with CPE inhibition below about 2.2%; note: strong numbers were not always called active
Myeloid diff 2 = myeloid differentiation induction; ER-HoxA9 myeloid progenitors, lysozyme-GFP differentiation, flow cytometry; calls only at 10 µM; actives 1% (n = 360,000); AID 624256;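 active = normalized GFP-positive differentiation at or above the plate's own cutoff, the solvent-only control mean plus 3 SD; inconclusive = no clear call, values can overlap the other calls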;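 note: cells exposed to compound for four days before flow analysis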
Autophagy mod = autophagy modulation, high-content screen. MEF GFP-LC3 puncta imaging; test concentration mostly 10 µM. calls only at 10 µM (by protocol). actives 0.98% (n = 190,000). AID 463193;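 active = percentage of spot-positive cells more than 3 SD above its plate mean, without a fluorescence outlier flag or 80% toxicity; inconclusive = no clear call, values can overlap the other calls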;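 note: spot-positive cell cutoff set from DMSO-treated cells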
WT yeast gro inh mutant strain = also measured in WT yeast gro inh; calls as there; inhibition, %; mitochondrial fusion phenotypic screen, mutant strain inhibition
Insulin prom up cell count = recorded beside Insulin prom up, whose call it bears; cell count; measured here: cytotoxicity, nuclei count;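 total cells summed across four imaged fields per well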
Hep lipid drop cells 6.5 µM = recorded beside Hep lipid drop, whose call it bears; cell count; measured here: cell count, cytotoxicity flag;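 cells counted across two imaged fields per well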
b-catenin transl cell count 5 µM = recorded beside b-catenin transl, whose call it bears; cell count; measured here: cell count, cytotoxicity flag
T cell HTS vesicle-bound % = second read-out of T cell HTS, no call of its own (marks repeat the call); double positive events, %; measured here: CD8+ vesicle-bound cell fraction;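 binding gate set so that unloaded-vesicle control wells show 10% double positive cells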
MT stabilize HCS Hoechst-high % = further read-out of MT stabilize HCS, marked with its call; % Hoechst-high responders; measured here: nuclear condensation Hoechst responders;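 share of cells brighter than vehicle mean plus two SD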
MT stabilize HCS cytotoxicity % = recorded beside MT stabilize HCS, whose call it bears; toxicity, %; measured here: cytotoxicity by cell density;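 0% = mean cell density of plate MIN control wells and 100% = no cells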
Autophagy mod cell loss 18 h = further read-out of Autophagy mod, marked with its call; toxicity, %; measured here: cell loss, nuclei count;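 cell loss after 18 h compound exposure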
Myeloid diff 2 GFP+ MAC1+ % = recorded beside Myeloid diff 2, whose call it bears; GFP+ MAC1+ double positive, %; measured here: differentiation confirmed by MAC1 staining
* = called active by the depositor; i = inactive; u = inconclusive; x = not tested or not shown; + = active, no number.

SMILES	b-catenin transl	b-catenin transl cell count 5 µM	T cell HTS	T cell HTS vesicle-bound %	MT stabilize HCS	MT stabilize HCS Hoechst-high %	MT stabilize HCS cytotoxicity %	Hep lipid drop	Hep lipid drop cells 6.5 µM	WT yeast gro inh	WT yeast gro inh mutant strain	Insulin prom up	Insulin prom up cell count	West Nile antiviral	Myeloid diff 2	Myeloid diff 2 GFP+ MAC1+ %	Autophagy mod	Autophagy mod cell loss 18 h
CCc1ccc(-c2nc(-c3ccncc3)no2)cc1	-2.8	759	i	41	1.6	2.3	11	x	x	31	11	0.95	985	-0.5%	i	0.4	i	-9
CCCCn1c(=O)c(CCC(=O)OCC(=O)NCc2ccc(OC)c(OC)c2)nc2ccccc21	-0.1	1073	i	24	2.7	1.5	11	-18	680	-13	-1	-0.9	1318	-0.4%	i	0.2	i	-10
Cc1ccccc1C(O)c1cccnc1 (stereo not drawn)	-2.0	568	i	43	2.8	2.2	5.5	2	694	-4	-7	0.12	1327	-0.2%	i	1.3	i	3
Cc1cccc(Nc2ncnc(N)n2)c1	-1.1	1187	i	33	4.0	2.3	7.7	-10	633	1	0	0	1392	-0.2%	i	0.3	i	5
COC(=O)c1ccc(C23CC4(C2)[C@H](CN(Cc2ccc(C(F)(F)F)cc2)[C@@H]4c2ccccc2)C3c2ccc(C(F)(F)F)cc2)cc1 (stereo partly drawn)	-2.0	1212	x	x	x	x	x	-56	663	x	x	-0.49	942	-1.0%	x	x	x	x
COc1ccc(C(=O)N=c2sc3c(C)ccc(OC)c3n2C)cc1OC	23	906	i	42	x	x	x	-10	634	x	x	-1.9	884	0.0%	i	1.8	x	x
CCOc1ccc(N2C(=O)c3cccnc3C2Nc2ccc(F)cc2)cc1 (stereo not drawn)	-0.5	762	i	30	6.6	3.7	13	x	x	6	-1	1.7	1506	-0.3%	i	7.2	i	-20
C(=N\Nc1ccccn1)/c1c[nH]c2ccccc12	28	831	i	38	x	x	x	-2	733	x	x	-0.82	995	0.6%	i	1.3	x	x
Cc1cc(CSc2ccccc2)ccc1NC(=O)c1ccc(Cl)c([N+](=O)[O-])c1	-3.7	1403	i	26	2.4	1.3	3.9	x	x	3	-9	2.4	1236	0.9%	i	0.5	i	-24
CN(C)CCN(C(=O)c1ccc(S(=O)(=O)N(C)c2ccccc2)cc1)c1nc2ccc(Cl)cc2s1	x	x	i	40	x	x	x	-2	794	x	x	x	x	0.0%	i	0.8	x	x
CSc1ncc(CN2CCCC(C(=O)Nc3ccc(-c4ccco4)cc3)C2)cn1 (stereo not drawn)	x	x	i	14	x	x	x	-39	694	x	x	x	x	1.1%	i	5.2	x	x
CN1C(=O)/C(=C/c2ccccc2Cl)Sc2ccc(C(=O)N3CCCC3)cc21	x	x	i	3	x	x	x	-8	731	x	x	x	x	2.2%	u	x	x	x
CCOC(=O)C1(CCOC)CCN(C(=O)c2ccc(CSC)o2)CC1	x	x	i	60	x	x	x	-2	569	x	x	x	x	-1.4%	i	0.8	x	x
CCSc1nnc(NC(=O)COc2ccccc2[N+](=O)[O-])s1	0.5	1132	i	43	1.7	2.2	3.2	6	683	3	3	0.58	1279	0.9%	i	0.3	i	0
CCCC(=O)c1cc2ccccc2oc1=O	-0.8	930	i	33	1.8	1.4	11	x	x	-4	17	0.44	1534	0.8%	i	0.4	i	-12
COc1ccccc1N1CCN(C/C(C)=C/c2ccccc2)CC1	-2.9	1205	i	12	3.8	3.7	3.6	3	743	-15	-10	-0.86	1252	-0.1%	i	8.0	i	27
O=C(Nc1ccc(Cl)c([N+](=O)[O-])c1)C(Sc1ccccc1)c1ccccc1 (stereo not drawn)	25	302	i	13	2.4	3.8	7.8	-14	658	80*	73*	0.21	1382	u	i	0.6	i	-2
Cc1ccc(S(=O)(=O)NCc2cccnc2)cc1C	x	x	i	44	x	x	x	-8	790	x	x	x	x	-0.3%	i	0.3	x	x
CN(C(=O)c1cccnc1)c1nnc(-c2cccnc2)s1	-3.4	914	i	58	3.3	2.6	8.1	x	x	-11	-51	0.8	1176	0.1%	i	0.5	i	-2
COc1ccc(CCNC(=O)COC(=O)/C=C/c2cccs2)cc1OC	0.9	1065	i	38	3.2	1.9	5.1	3	727	-3	-13	0.04	1652	0.0%	x	x	i	-6

Next part, starting with the last three of the part before.
SMILES	b-catenin transl	b-catenin transl cell count 5 µM	T cell HTS	T cell HTS vesicle-bound %	MT stabilize HCS	MT stabilize HCS Hoechst-high %	MT stabilize HCS cytotoxicity %	Hep lipid drop	Hep lipid drop cells 6.5 µM	WT yeast gro inh	WT yeast gro inh mutant strain	Insulin prom up	Insulin prom up cell count	West Nile antiviral	Myeloid diff 2	Myeloid diff 2 GFP+ MAC1+ %	Autophagy mod	Autophagy mod cell loss 18 h
Cc1ccc(S(=O)(=O)NCc2cccnc2)cc1C	x	x	i	44	x	x	x	-8	790	x	x	x	x	-0.3%	i	0.3	x	x
CN(C(=O)c1cccnc1)c1nnc(-c2cccnc2)s1	-3.4	914	i	58	3.3	2.6	8.1	x	x	-11	-51	0.8	1176	0.1%	i	0.5	i	-2
COc1ccc(CCNC(=O)COC(=O)/C=C/c2cccs2)cc1OC	0.9	1065	i	38	3.2	1.9	5.1	3	727	-3	-13	0.04	1652	0.0%	x	x	i	-6
COc1ccc(NC2CCCN(C(=O)CCN3CCOCC3)C2)cc1 (stereo not drawn)	x	x	i	29	x	x	x	12	751	x	x	x	x	-0.6%	i	0.8	x	x
COc1cccc(C(C)NC(=S)NCc2ccc(Cl)cc2)c1 (stereo not drawn)	-3.3	1139	i	27	1.9	1.8	15	-6	690	66*	37*	-0.48	1538	-1.0%	i	0.1	i	5
Cc1ccc(C)c(Cn2nnc3c(=O)[nH]c(C4CCCN(C(=O)C5CCC5)C4)nc32)c1 (stereo not drawn)	-4.8	1013	i	28	1.8	2.9	9.6	x	x	8	15	-0.28	1154	0.3%	i	9.8	i	7
O=C(CCc1nc2sc3c(c2c(=O)[nH]1)CCCC3)NCCc1ccc(F)cc1	x	x	i	65	x	x	x	2	820	x	x	x	x	-0.2%	i	2.9	x	x
CCC(C)(C(=O)Nc1ccc(OC)cc1)N(C)C(=O)Cn1nnnc1N (stereo not drawn)	x	x	i	9	x	x	x	-44	824	x	x	x	x	-0.1%	i	1.5	x	x
CCCS(=O)(=O)N1CCCC(c2nc(-c3ccc(OC)cc3)no2)C1 (stereo not drawn)	-6.1	1163	i	8	2.0	2.1	7.9	4	782	4	21	x	x	-1.1%	i	6.5	i	-5
CN(c1ccc(C(=O)Nc2ccc(Cl)cn2)cc1)S(=O)(=O)c1ccccc1	0.8	1370	i	17	3.9	1.6	2.1	x	x	25	5	0.39	1471	-0.7%	i	1.0	i	8
C#C[C@]1(O)CC[C@H]2[C@@H]3CCc4cc(OC5CCCC5)ccc4[C@H]3CC[C@@]21C	0.0	1194	i	17	x	x	x	-3	692	96*	60*	-0.67	1485	u	i	2.5	x	x
Cc1cccc(C(=O)NC2CCN(C(=O)Nc3ccccc3C)CC2)c1	-1.1	1038	i	30	2.3	1.8	3.3	45	723	-1	-10	-0.09	1450	-0.5%	i	0.1	i	-9
Cc1cccc(C)c1OCCCCc1c(C)n[nH]c1C	2.3	1071	i	27	3.4	1.6	4.6	-1	685	13	1	0.43	1270	-0.4%	i	0.5	i	4
COc1ccc(C(=O)Oc2cccnc2)cc1	x	x	i	52	0.7	1.9	18	-2	740	5	12	0.01	756	-0.1%	i	0.6	i	-2
Cc1ccc(S(=O)(=O)N2CCN(c3ccc(C(=O)N4CCOCC4)cc3[N+](=O)[O-])CC2)cc1	-1.1	966	i	9	2.6	1.7	7.6	-4	596	-2	14	-0.28	1244	-2.0%	i	1.3	i	8
O=C(O)c1ccc(/C=C2/SC(=S)N(Cc3ccccc3)C2=O)cc1	x	x	i	22	x	x	x	-4	752	x	x	x	x	1.3%	+	11*	x	x
Cc1cccc(N(CC(=O)NC2CCCCC2)C(=O)c2c(C)noc2C)c1	-9.9	1123	i	41	1.1	1.3	7.2	-1	781	-3	-35	x	x	-0.5%	i	1.2	i	-17
Cc1cc(C)nc(-n2ncc3c2CC(c2ccccc2)CC3=O)n1 (stereo not drawn)	-2.4	1095	i	44	2.9	3.4	5.9	2	620	-8	3	1.2	1234	-0.8%	i	0.6	i	6
CNC(=O)c1ccc(-c2ccccc2)s1	-2.1	984	i	42	3.9	1.1	6.0	x	x	-8	-7	-0.26	1351	0.1%	i	0.8	i	-1
O=C(C1CC1)N(CCN(C(=O)C1CC1)c1ccccc1)c1ccccc1	1.0	1311	i	36	3.1	1.7	8.9	x	x	-3	-13	0.75	1262	0.3%	i	1.0	i	2
CC1(C)Cc2c(c(-c3ccco3)nc3sc4c(NCC5CCCO5)ncnc4c23)CO1 (stereo not drawn)	0.0	1186	i	41	3.0	3.3	11	26	681	2	6	-1	1363	-0.4%	i	0.8	i	4
C#CCSc1nccc(-c2nn(-c3ccc(C)cc3)ccc2=O)n1	-0.6	1050	i	58	2.6	2.1	0.9	-1	768	12	23	0.04	849	-1.3%	i	0.5	i	3
CC(C)C[C@H](NC(=O)OC(C)(C)C)c1nnc(SCc2cccc(F)c2)o1	x	x	i	37	2.5	2.9	19	-2	595	22	-20	x	x	1.9%	i	0.7	i	-22
